# Screening data: PubChem, several laboratories
# West Nile antiviral: inhibition of WNV-induced cytopathic effect – cell-based, CPE readout (AID 1621). actives 0.02% (n = 290,000). West Nile virus-infected cells, CPE inhibition; higher % means a stronger effect. CPE inhibition, % at 10 µM; hits with a dose series show IC50 in µM; in the data active = a potency from the dose series; inconclusive = CPE inhibition mostly from about 3.7% at the one dose, without a potency; inactive = the rest, 99 in 100 with CPE inhibition below about 2.2%; also: strong numbers were not always called active
# NOD1 NF-kB reporter: NOD1 signaling inhibitors, primary screen, cell-based, luminescence, uHTS (AID 1578); one-dose inhibition, % at 4 µM; EC50 in µM for titrated hits; NOD1-driven NF-kB luciferase reporter cells, luminescence; higher % means a stronger effect; actives 1% (n = 290,000); in the data active = inhibition mostly above about 36%, no sharp cut-off; inactive = mostly below about 34%;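 also: HEK-293T reporter cells stimulated with the NOD1 agonist gamma-tri-DAP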
# Yfh1-off respiration: mitochondrial function rescue without frataxin homolog – Friedreich's ataxia, plus single-dose screen, dose response (AID 1465); actives 0.074% (n = 220,000); S. cerevisiae Yfh1-off respiration, WST-1 reduction, 72 h; higher fold induction means a stronger effect; fold induction at 50 µM, or EC50 in µM where a hit was titrated;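 active = fold induction of absorbance versus untreated yeast above a set limit, then at least 30% activation at any dose in follow-up; inconclusive = repeats straddling the limit, or above it without dose testing; inactive = fold induction below the set limit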;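 also: activators that raise dye reduction in frataxin-depleted yeast; strong numbers were not always called active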
# AID2073: inhibitors of Mint1-CaV2.2 protein interaction, biochemical, HTRF (AID 2073) | actives 0.19% (n = 290,000) | one-dose inhibition, % at 20 µM; IC50 in µM for titrated hits | HTRF protein-protein interaction, Mint1-CaV2.2; higher % means a stronger effect; in the data active = inhibition mostly above about 51%, no sharp cut-off; inconclusive = no clear call, values can overlap the other calls; inactive = mostly below about 53%; also: some results filed as inactive read as strong as hits
# Dengue-2 NS5 capping: flavivirus cap methylation enzyme inhibition – biochemical, confirmation dose response, primary screen (AID 588689). Dengue-2 NS5 methyltransferase capping enzyme assay, biochemical; higher % means a stronger effect. actives 0.3% (n = 340,000). inhibition, % at 25 µM, or IC50 in µM where a hit was titrated; in the data active = a potency from the dose series; inconclusive = inhibition above about 29% without an active follow-up result
# HEK293 NOD2/NF-kB: NOD2 signaling inhibitors, cell-based, luminescence, uHTS, HEK293 (AID 1566); HEK293 NOD2/NF-kB luciferase reporter, luminescence; higher % means a stronger effect; inhibition, % at 4 µM, or EC50 in µM where a hit was titrated; actives 0.63% (n = 290,000); also: many of its hits are not listed in these tables
# HIV peptide binding: cell-free HIV fusion peptide-binding blockers – biochemical, uHTS, fluorescence dequenching, primary screen (AID 1986); cell-free peptide binding, fluorescence dequenching, 30 min; higher % means a stronger effect; inhibition, % at 20 µM; hits with a dose series show IC50 in µM; actives 0.3% (n = 290,000); in the data active = inhibition mostly above about 52%, no sharp cut-off; inactive = mostly below about 76%; also: some results filed as inactive read as strong as hits
# KOR beta-arrestin-1: KOR agonists, beta-arrestin recruitment, primary screen, cell-based, luminescence, uHTS (AID 1777). KOR beta-arrestin recruitment, luminescence; higher % means a stronger effect. activation, % at 10 µM, or EC50 in µM where a hit was titrated. actives 0.02% (n = 280,000); in the data active = activation above about 50%, passing the limit was not always enough; also: a part of the inactive calls stands beside numbers as strong as those of hits
# KOR beta-arrestin-2: kappa opioid receptor blockers – cell-based, luminescence, uHTS (AID 1778) | one-dose inhibition, % at 10 µM; IC50 in µM for titrated hits | actives 0.091% (n = 290,000) | KOR beta-arrestin recruitment, luminescence, antagonist mode; higher % means a stronger effect; also: strong numbers were not always called active
# Dengue-2 NS5 capping pilot replicate: recorded beside Dengue-2 NS5 capping, whose call it bears; inhibition, %; measured here: pilot screen replicate inhibition
# Active calls of the source: *; i = inactive; ? = inconclusive; . = no result given; & = joins results of further samples; [ ] = another dose, or the depositor's remark. Rule as the data show it, unless noted: active = inhibition above about 50%; inactive = the rest. Some of the compounds tested; rates above refer to the full screens.
SMILES,West Nile antiviral,NOD1 NF-kB reporter,Yfh1-off respiration,AID2073,Dengue-2 NS5 capping,HEK293 NOD2/NF-kB,HIV peptide binding,KOR beta-arrestin-1,KOR beta-arrestin-2,others
COCCN1C(=S)NC(c2cccc(C(F)(F)F)c2)C(C(=O)N2CCOCC2)=C1C (configuration not stated),-0.1%,-16%,i,-5%,-1%,6%,0.7%,-8.5%,-42%[20 µM],
Cc1ccc(/C=C2\SC(=S)N(CCCC(=O)Nc3cccc(C(=O)O)c3)C2=O)cc1,-0.6%,1%,.,11%,8%,-10%,51%,-2.7%,-32%,
CC(C)CC(=O)Nc1ccc2c(c1)nc(CCN1CCOCC1)n2C,-0.2%,-1%,.,7%,1%,5%,3.2%,4.0%,-9%,
Cc1ccc(-c2noc(CCCN3C(=O)c4ccccc4C3=O)n2)cc1,0.9%,-23%,i,0%,1%,0%,-0.9%,2.0%,-26%,Dengue-2 NS5 capping pilot replicate=0.3
CC(C)(C)C(=O)N(Cc1ccc(Cl)cc1)Cc1cccnc1,-0.8%,-2%,i,10%,-4%,-3%,1.1%,-1.6%,17%,
O=C(c1ccccc1C(=O)N1CCN(c2ccc(F)cc2)CC1)N1CCN(c2ccc(F)cc2)CC1,-0.8%,-14%,i,-10%,-4%,-1%,0.3%,-3.5%,10%,
CCOc1ccc(-n2cc(C(=O)NCCOC)c3cc(OC)c(OC)cc3c2=O)cc1,0.4%,15%,.,11%,5%,11%,-2.8%,4.3%,-15%,
O=C(Nc1ccccc1N1CCOCC1)c1ccco1,0.3%,9%,.,-6%,3%,19%,0.6%,1.9%,-12%,
N#C/C(=C\c1ccc(-c2cccc([N+](=O)[O-])c2)o1)C(=O)N1CCOCC1,-0.5%,-35%,i,-5%,4%,1%,-0.9%,-1.2%,-19%,
C=CCc1ccc(OCC(O)COc2ccc(CC=C)cc2OC)c(OC)c1,0.0%,-11%,i,-1%,-11%,6%,1.5%,-1.8%,-4%,
O=C(CSc1nnc2ccccn12)NCc1ccco1,0.8%,-14%,i,-7%,-2%,6%,-0.7%,-3.0%,23%,
CCOc1cc(CNc2ccc(CNc3ncn[nH]3)cc2)ccc1OCc1ccccc1,-1.4%,-31%,i,8%,-6%,-69%,-2.8%,6.6%,-7%,
N#CC(c1ccccc1F)(c1ncc(C(F)(F)F)cc1Cl)N1CCOCC1 (configuration not stated),-0.4%,10%,i,-3%,-8%,3%,0.2%,1.2%,-10%,
CC(C)N=C1SCC(C)(/C=N/O)S1 (configuration not stated),-0.7%,15%,i,-8%,4%,5%,-0.5%,-2.0%,-33%,
COc1ccc(OCC(=O)N(Cc2cccs2)C2CCS(=O)(=O)C2)cc1 (configuration not stated),-0.3%,-11%,.,40%,0%,8%,0.8%,-5.0%,-51%,
O=C(NCCC1=CCCCC1)c1cnsn1,-0.2%,-32%,i,13%,-5%,-24%,3.5%,1.4%,23%,
COc1ccc(CCNC(=O)/C=C\c2ccccc2)cc1OC,0.1%,-13%,i,-4%,-7%,13%,0.1%,-1.3%,-4%,
Cc1cc(OCC(=O)NC(C)C)cc(C)c1Br,-1.5%,-12%,i,2%,1%,16%,0.5%,0.3%,-10%,
O=C(OCCN=C1NS(=O)(=O)c2ccccc21)c1ccncc1,.,0%,i,0%,0%,-1%,1.3%,1.7%,-19%,
CC(CN1C(C)CCCC1C)OC(=O)c1cccc(F)c1 (configuration not stated),0.2%,4%,.,13%,-1%,7%,-0.4%,1.2%,4%,
Cc1ccc(-c2[nH]nc3c2C(c2ccsc2)C(C#N)=C(N)O3)cc1 (configuration not stated),-0.3%,-8%,i,6%,6%,0%,-0.4%,-5.0%,-2%,Dengue-2 NS5 capping pilot replicate=-4.6
O=C(Nc1cccnc1)c1cc(-c2cccc(Br)c2)nc2ccccc12,-0.2%,4%,.,10%,3%,29%,1.1%,8.6%,-50%,
COC(=O)c1cc(-c2c(-c3ccc4c(c3)OCO4)noc2-c2ccsc2)cc([N+](=O)[O-])c1,-0.9%,-21%,.,15%,2%,-9%,-1.5%,0.6%,-28%[20 µM],
CC1(C)C(=O)Nc2ccccc2N1C(=O)CN1C(=O)C(=O)N(C2CCCC2)C1=O,0.0%,-41%,i,10%,-8%,6%,-1.0%,3.4%,-19%,
C/C=C/c1c(F)c(F)c(Oc2ccc(C(=O)O)cc2)c(F)c1F,0.1%,7%,i,28%,8%,13%,6.7%,-3.7%,0%,
COc1ccc(/C=C/C(=O)C2C(=O)C=C(C)OC2=O)cc1O (configuration not stated),2.2%,-34%,i,22%,-7%,-15%,23%,-2.9%,-3%,
Cc1cc(C)c(S(C)(=O)=O)c(Oc2cccc(C(F)(F)F)c2)n1,-0.9%,-10%,i,-11%,-8%,13%,-1.2%,-5.7%,-26%[20 µM],
CN(CC(=O)O/N=C(\N)c1ccccn1)S(=O)(=O)c1ccccc1,0.2%,-7%,i,-4%,5%,0%,-2.7%,-0.9%,26%,
Cn1ncc2c(Nc3ccc(Cl)c(Cl)c3)ncnc21,-0.5%,-5%,.,15%,-14%,-3%,-0.1%,-3.2%,-17%,
Cc1c(C(=O)N(Cc2cccc(Br)c2)C2CCS(=O)(=O)C2)oc2ccc(F)cc12 (configuration not stated),0.3%,4%,.,-3%,-6%,11%,0.4%,-2.0%,-14%,
Cc1cc(C)n2nc(SCCOc3ccccc3)nc2n1,0.3%,-21%,i,25%,1%,-2%,-0.3%,3.8%,-25%,
O=C(NCCCN1CCCC1=O)c1cc(=O)c2ccccc2o1,0.4%,-4%,i,19%,-5%,16%,-0.6%,.,-5%,
CCc1c(C)nc2ncnn2c1Nc1ccc(C(C)=O)cc1,0.1%,-38%,i,6%,-1%,-8%,0.3%,-0.3%,11%,
Cc1cc(C)n(-c2ccc(Cl)c(C(=O)O)c2)n1,-0.1%,-17%,i,16%,1%,-8%,-0.3%,.,-51%[20 µM],
CCOC(=O)c1cnc2c(-c3ccc(Cl)cc3)c(C)nn2c1N,1.3%,-41%,i,8%,-3%,14%,0.3%,-4.7%,-16%,
Cc1nn(C)c(C(=O)Nc2ccc(Cn3cccn3)cc2)c1[N+](=O)[O-],.,-9%,.,11%,-4%,14%,0.0%,.,-20%,
O=C(N/N=C1\CCCc2oc(C(=O)O)cc21)c1ccccc1,0.7%,-18%,i,-1%,2%,1%,-2.2%,-6.2%,-23%,
C=CCn1c(SCc2nc3ccccc3c(=O)[nH]2)nc2sc3c(c2c1=O)CCCC3,-0.8%,-1%,i,-1%,.,4%,1.2%,0.4%,19%,
CCn1c(-c2csc(-c3ccccc3)n2)n[nH]c1=S,1.1%,-30%,?,-11%,-3%,-21%,0.8%,-3.0%,31%,
O=C(CSc1ccccn1)N/N=C/c1ccccc1[N+](=O)[O-],-0.4%,5%,i,-8%,0%,-7%,-1.7%,-2.4%,-26%,
COc1ccc(NC(=O)CC2C(=O)N(C)C(=S)N2Cc2ccncc2)cc1 (configuration not stated),0.1%,-11%,i,-4%,-5%,7%,-0.7%,-4.3%,26%[20 µM],
Cc1ccc(N2CC(C(=O)Nc3nnc(SCCN4CCOCC4)s3)CC2=O)cc1C (configuration not stated),-0.5%,-15%,.,0%,-7%,2%,3.0%,4.2%,-3%,
CCN1C(=O)/C(=C/N2CCc3ccccc3C2)SC1=S,-0.2%,-8%,i,-4%,-1%,-82%,0.4%,-1.7%,-22%,
COc1ccc(CCNC(=O)COc2ncnc3cc([N+](=O)[O-])ccc23)cc1,-0.5%,-8%,i,10%,7%,13%,2.8%,-3.0%,10%,
CC(=O)Nc1cc(-c2ccccc2)nn1Cc1ccc(Cl)cc1,-0.4%,-19%,i,-4%,2%,0%,-1.4%,-2.0%,20%,
COC(=O)C1=C(C)NC(=O)NC1c1ccc(N2CCC(c3ccccc3)=N2)cc1 (configuration not stated),-0.6%,-26%,i,36%,2%,-8%,2.6%,-1.4%,-22%,
COc1cccc(-n2c(=O)c3sccc3n(CC(=O)NC3CCCCC3)c2=O)c1,-0.3%,-12%,.,-6%,-6%,5%,0.2%,2.5%,-20%,
O=C(NCC1CCCO1)c1ccc2c3n(nc2c1)-c1ccccc1CO3 (configuration not stated),0.0%,-9%,i,2%,-8%,-83%,-2.0%,3.3%,-7%,
Cc1ccc2nc(SCC(=O)NC3CCCC3)[nH]c2c1,-0.2%,-14%,.,3%,0%,16%,0.3%,-2.8%,-25%,
CCOCCCN(C(=O)c1snc(C(N)=O)c1N)C(C(=O)NC1CCCC1)c1ccc(O)c(OC)c1 (configuration not stated),-0.1%,-24%,.,2%,1%,9%,-1.0%,4.3%,-26%,
O=C(COC(=O)/C=C/c1ccco1)NCc1ccco1,0.1%,-12%,i,54%*,-5%,-10%,21%,0.1%,-15%,
CCC1=NN(C(=O)c2ccc(Br)cc2)C(O)(c2ccc(C)cc2)C1 (configuration not stated),-1.4%,-1%,i,-2%,-3%,17%,-1.1%,-1.7%,23%,
COn1c(-n2nc(C)cc2C)nc2ccccc2c1=O,0.3%,9%,i,-20%,3%,5%,-0.3%,-3.2%,25%,
CC(C)(C)NC(=O)CSc1ncnc2c1cnn2-c1ccccc1,-0.8%,33%,.,13%,2%,16%,-0.6%,-3.2%,-40%[20 µM],Dengue-2 NS5 capping pilot replicate=0.3
O=C(Nc1cccc(Cl)c1)c1cnccn1,0.1%,-39%,.,0%,.,-5%,1.3%,3.3%,-50%[20 µM],
Cc1ccc(/C=N/n2c(-c3ccco3)n[nH]c2=S)s1,0.6%,0%,i,-15%,-10%,-4%,2.5%,-6.3%,-4%,
CC(=O)NNc1ncnc2ccccc12,0.4%,-27%,i,-4%,-7%,-5%,-1.3%,-0.7%,25%,
Cc1c(NC(=O)c2ccc(S(=O)(=O)N3CCOCC3)cc2)c(=O)n(-c2ccccc2)n1C,0.3%,-12%,i,5%,-9%,10%,-0.9%,6.8%,14%,
Cc1noc(NS(=O)(=O)c2ccc(NC(=O)CS(=O)(=O)c3ccccc3)cc2)c1C,0.4%,-31%,i,11%,1%,-6%,6.7%,-0.6%,-14%,
COc1ccc(NC(=O)c2nc(C)c(C3(C)CC(c4cccnc4)=NO3)s2)cc1 (configuration not stated),-0.4%,4%,i,5%,-2%,-5%,-1.2%,0.2%,-22%,
Cc1c(NC(=O)CN2CC(C)OC(C)C2)c(=O)n(-c2ccccc2)n1C (configuration not stated),0.0%,14%,i,7%,5%&-5%,14%,-2.6%,-4.7%,4%,

# Three compounds already listed, arranged by SMILES length, lowest first:
SMILES,West Nile antiviral,NOD1 NF-kB reporter,Yfh1-off respiration,AID2073,Dengue-2 NS5 capping,HEK293 NOD2/NF-kB,HIV peptide binding,KOR beta-arrestin-1,KOR beta-arrestin-2,others
O=C(COC(=O)/C=C/c1ccco1)NCc1ccco1,0.1%,-12%,i,54%*,-5%,-10%,21%,0.1%,-15%,
CCC1=NN(C(=O)c2ccc(Br)cc2)C(O)(c2ccc(C)cc2)C1 (configuration not stated),-1.4%,-1%,i,-2%,-3%,17%,-1.1%,-1.7%,23%,
Cc1c(NC(=O)c2ccc(S(=O)(=O)N3CCOCC3)cc2)c(=O)n(-c2ccccc2)n1C,0.3%,-12%,i,5%,-9%,10%,-0.9%,6.8%,14%,
